PrPC TRFRET: reduces human prion protein on the cell surface; cell surface PrPC, TR-FRET read-out; P04156; AID 720596; inhibition, % at 13.8 µM; 370,000 compounds, 0.43% hits; in the data active = inhibition above about 24%; also: 0% = median of the test wells and 100% = reference compound wells
MazF activator: MazEF (E. coli) toxin RNase activation; activation, % at 20 µM; P0AE70; FAM/BHQ RNA-DNA oligo cleavage fluorescence, 5 h; AID 504720; 350,000 compounds, 0.32% hits; in the data active = activation above about 50%
Target sequence (P0AE70 whole entry, looked up): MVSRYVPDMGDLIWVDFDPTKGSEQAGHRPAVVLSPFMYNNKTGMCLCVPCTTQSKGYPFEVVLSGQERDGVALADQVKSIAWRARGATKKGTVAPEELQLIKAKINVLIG
BoNT A protease: blocks Botulinum neurotoxin A light chain protease; multiplex microsphere protease substrate cleavage, flow cytometry; inhibition, % at 10 µM; 360,000 compounds, 0.17% hits; also: plate controls were buffer without enzyme for full effect and enzyme alone for no effect
3CLpro inhibitor: SARS-CoV 3CLpro protease inhibition. AID 1706. P0C6X7. inhibition, % at 6 µM. recombinant SARS-CoV 3CLpro, quenched FRET peptide cleavage. 290,000 compounds, 0.14% hits; in the data active = inhibition above about 12%
VHR inh abs: blocks human VHR1 dual specificity phosphatase. recombinant VHR phosphatase, pNPP absorbance. P51452. 290,000 compounds, 0.52% hits. inhibition, % at 13.3 µM; in the data active = inhibition above about 50%; also: some compounds called inactive have numbers as strong as hits
Target sequence (P51452 whole entry, looked up): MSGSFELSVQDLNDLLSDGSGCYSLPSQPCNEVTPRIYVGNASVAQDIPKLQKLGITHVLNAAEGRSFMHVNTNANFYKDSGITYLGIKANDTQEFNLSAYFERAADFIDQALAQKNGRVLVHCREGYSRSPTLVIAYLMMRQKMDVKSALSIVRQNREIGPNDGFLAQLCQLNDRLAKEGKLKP
PriA SSB inh: inhibitors of Klebsiella pneumoniae PriA binding to SSB C-terminal tail | 430,000 compounds, 0.6% hits | AlphaScreen SSBct-PriA binding, biotinylated peptide | inhibition, % at 33 µM; in the data active = inhibition mostly above about 37%, no sharp cut-off; inactive = mostly below about 20%;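 also: plate controls were negative control peptide for no effect and reference peptide for full effect; strong numbers were not always called active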
Anthrax LF inh2: anthrax lethal factor protease inhibition. 360,000 compounds, 0.12% hits. multiplex microsphere protease cleavage assay, LF. inhibition, % at 10 µM. AID 588501. P15917; also: plate controls were buffer without enzyme for full effect and enzyme alone for no effect
BoNT-F LC inh: BoNT F light chain protease inhibition | 360,000 compounds, 0.22% hits | inhibition, % at 10 µM | Multiplex microsphere protease cleavage assay, flow cytometry; in the data active = inhibition above about 35%, passing the limit was not always enough; inconclusive = no clear call, values can overlap the other calls; also: plate controls were buffer without enzyme for full effect and enzyme alone for no effect
CCHF vOTU inh: CCHFV vOTU protease inhibition | Pep-AMC fluorescence | inhibition, % at 11.5 µM | 370,000 compounds, 0.55% hits | AID 651958; in the data active = inhibition above about 30%; also: 0% = vehicle wells with enzyme and 100% = no enzyme wells
Rv3671c inh: Rv3671c (M. tuberculosis) protease inhibition; P9WHR9; inhibition, % at 5.96 µM; 320,000 compounds, 0.048% hits; AID 2606; in the data active = inhibition above about 38%;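 also: extracellular domain of Rv3671c used as enzyme; 0% = enzyme with DMSO and 100% = no enzyme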
Target sequence (P9WHR9 whole entry, looked up, the tested form may be a part): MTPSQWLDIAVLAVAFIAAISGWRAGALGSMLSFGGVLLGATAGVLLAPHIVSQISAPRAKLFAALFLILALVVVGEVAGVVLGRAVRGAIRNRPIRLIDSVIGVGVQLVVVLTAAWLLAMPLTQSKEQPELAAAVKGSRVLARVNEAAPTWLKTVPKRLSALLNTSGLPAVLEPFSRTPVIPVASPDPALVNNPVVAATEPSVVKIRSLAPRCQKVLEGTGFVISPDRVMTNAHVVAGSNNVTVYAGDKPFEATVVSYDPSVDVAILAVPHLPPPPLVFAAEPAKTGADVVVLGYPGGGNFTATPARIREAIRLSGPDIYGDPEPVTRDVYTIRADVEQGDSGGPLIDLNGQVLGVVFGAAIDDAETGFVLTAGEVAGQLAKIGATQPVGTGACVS
Active calls of the source: *; ? = inconclusive; . = no result given. Rule as the data show it, unless noted: active = inhibition above about 30%; inconclusive = no clear call, values can overlap the other calls; inactive = below that.

Results follow in this order: PrPC TRFRET, MazF activator, BoNT A protease, 3CLpro inhibitor, VHR inh abs, PriA SSB inh, Anthrax LF inh2, BoNT-F LC inh, CCHF vOTU inh, Rv3671c inh
1) O=C(CCCN1C(=O)c2ccccc2C1=O)Nc1ccc2c(c1)OCCO2
→ 4, 6, -0.2, 2, 16, -8, -1, 0, 0, -4
2) CCOC(=O)C1(Cc2cccc(OC)c2)CCN(Cc2ccc(C)s2)CC1
→ 4, 4, 0.1, -2, 4, -8, -4, 6, 12, 3
3) Clc1ccc(C[n+]2csc3ccccc32)cc1
→ -9, -33, 0.3, 1, 45, 34, -2, -6, -14, -7
4) Cc1ccc(-c2nnn(CC(=O)N(c3ccccc3F)C(C(=O)NC3CCCC3)c3ccco3)n2)o1 (centres undefined)
→ ., -10, 0.7, -1, -11, -3, -1, 0, ., -1
5) C#CCOCCOCCOCCNc1nc(N2CCN(C(=O)[C@H](CCCN=C(N)N)n3cc(C(N)[C@@H](C)CC)nn3)CC2)nc(N2CCN(C(=O)[C@H](CCCCN)n3cc([C@@H](N)CC(N)=O)nn3)CC2)n1 (some centres undefined)
→ 8, 11, -0.1, ., ., -4, 9, -19, 3, 1
6) CN(C)C(=O)c1cc(Cl)ccc1Sc1cc(Cl)ccc1Cl
→ -8, -10, 0.0, -4, -4, 1, -2, -6, 3, -12
7) COc1ccc(C2=NOC(C(=O)N3CCOCC3)C2)cc1OC (centres undefined)
→ -3, -7, -5.0, 5, 12, 9, 0, -5, -8, -3
8) COc1ccccc1CNC1CCCc2ccccc21 (centres undefined)
→ -1, 11, -4.1, 1, 47, 3, -9, -14, -1, .
9) COc1ccc(N2C(=O)c3ccc(C(=O)OC(C)C)cc3C2=O)cc1
→ -2, -20, 0.2, -2, -5, 0, -4, -8, -7, -2
10) Cc1cccc(-c2nc(CS(=O)CC(=O)N3CCc4ccccc4C3)c(C)o2)c1 (centres undefined)
→ ., -5, 0.7, 2, 42, -1, 0, 1, ., -5
11) CC(C)Sc1nnc(CNC(=O)C23CC4CC(CC(C4)C2)C3)n1Cc1ccccc1
→ 3, 5, -0.2, 5, -10, -6, -2, 4, 1, 1
12) CCN(CC)CC(=O)N1c2ccccc2Sc2ccccc21
→ -3, 1, -0.3, 2, 27, -3, -4, 5, 6, -2
13) O=C(CN1CCCC1)Nc1ccccc1C(=O)c1ccccc1
→ -12, 6, -0.4, 2, 17, -6, 1, -7, -7, 6
14) CC1CC(C)CN(C(=O)COc2ccc(-c3nnco3)cc2)C1 (centres undefined)
→ 2, 1, -0.9, -2, 11, -10, -21, -3, 7, -6
15) O=C(NNS(=O)(=O)c1ccc2ccccc2c1)NC1CCCCC1
→ -2, 3, 0.2, 0, 3, -8, -1, 0, -7, -2
16) Cc1ccc(N(CCC#N)C(=O)COC(=O)C2CCN(S(=O)(=O)c3ccc4c(c3)OCCO4)CC2)cc1
→ -8, 7, -4.6, ., ., 0, 0, -6, -2, 7
17) Cc1c(C(=O)Nc2ccc(S(=O)(=O)Nc3ncccn3)cc2)oc2ccccc12
→ -8, -2, 2.7, ., ., -16, -4, 5, 11, -4
18) CCc1nnc2sc(-c3cc(-c4ccccc4)nc4ccccc34)nn12
→ 0, 8, 0.0, -8, 0, -9, -1, 1, -14, 2
19) O=C(Cn1ncc2ccccc21)N1CCC2(CC1)OCCO2
→ 8, -2, -1.1, -5, 18, -4, 0, -2, -4, 3
20) C/C(=N/NC(=O)c1ccccn1)c1ccc(O)cc1
→ -11, -2, 0.0, 9, 21, ., -1, -6, 6, 9
21) Cc1[nH]n(-c2cccc3ccccc23)c(=O)c1/C=N/NC(=O)c1cccc([N+](=O)[O-])c1
→ 11, -3, -1.4, 5, 4, ., -2, -16, 4, -6
22) CC(C)C[C@H]1CNC(=S)N1C[C@H]1CCCN1C[C@H](Cc1ccccc1)N1C[C@H](Cc2ccc(O)cc2)N(CC2CCCCCC2)C1=S
→ 5, ., -0.5, ., ., ., -6, -12, 17, .
23) O=C(c1ccc(Br)c(S(=O)(=O)N2CCCCC2)c1)N1CCCCC1
→ -3, 4, -0.2, -2, 32, -10, -4, -4, -6, 0
24) Cn1c(=O)c(=O)n(C)c2cc(S(=O)(=O)CCC(=O)Nc3ccc(C(F)(F)F)cc3)ccc21
→ 1, 7, -1.2, 2, 4, -4, -1, 6, 6, -7
25) CN(Cc1nc2ccccc2c(=O)[nH]1)C(=O)c1cccc(S(=O)(=O)N2CCc3ccccc32)c1
→ 8, 3, 0.2, ., ., 16, 2, -5, -5, -8
26) CCNC(=S)Nc1ccc(Cc2nc3ccccc3[nH]2)cc1
→ -4, 5, -8.9, -4, 15, 0, -13, ?, 4, -4
27) C=CCC1NS(=O)(=O)OC(CCCC)C1O (centres undefined)
→ 0, 9, -0.1, -7, 24, -18, -3, 1, 7, -6
28) CCC(=O)Oc1ccc(/C(CC)=C(\CC)c2ccc(OC(=O)CC)cc2)cc1
→ 3, -24, -0.5, 3, 5, 2, -4, 2, 2, 3
29) CCn1c(NCc2ccccc2Cl)nc2ccccc21
→ 3, 1, 0.4, -4, 9, -14, -4, -3, 3, -1
30) COc1ccc(S(=O)(=O)N2Cc3ccccc3CC2C(=O)O)cc1OC (centres undefined)
→ -4, 9, -0.6, -5, 0, -2, -2, -12, 2, -1

Looked up above.
no. 14 in CCHF vOTU inh is entered as 7
no. 7 in PriA SSB inh is entered as 9

Complete entries, quoted from the list. Screens in order: PrPC TRFRET | MazF activator | BoNT A protease | 3CLpro inhibitor | VHR inh abs | PriA SSB inh | Anthrax LF inh2 | BoNT-F LC inh | CCHF vOTU inh | Rv3671c inh
Record of CCNC(=S)Nc1ccc(Cc2nc3ccccc3[nH]2)cc1 = -4 | 5 | -8.9 | -4 | 15 | 0 | -13 | ? | 4 | -4
Record of O=C(NNS(=O)(=O)c1ccc2ccccc2c1)NC1CCCCC1 = -2 | 3 | 0.2 | 0 | 3 | -8 | -1 | 0 | -7 | -2
Record of O=C(c1ccc(Br)c(S(=O)(=O)N2CCCCC2)c1)N1CCCCC1 = -3 | 4 | -0.2 | -2 | 32 | -10 | -4 | -4 | -6 | 0
Record of C/C(=N/NC(=O)c1ccccn1)c1ccc(O)cc1 = -11 | -2 | 0.0 | 9 | 21 | . | -1 | -6 | 6 | 9
Record of CC(C)C[C@H]1CNC(=S)N1C[C@H]1CCCN1C[C@H](Cc1ccccc1)N1C[C@H](Cc2ccc(O)cc2)N(CC2CCCCCC2)C1=S = 5 | . | -0.5 | . | . | . | -6 | -12 | 17 | .

Next section
Results follow in this order: PrPC TRFRET, MazF activator, BoNT A protease, 3CLpro inhibitor, VHR inh abs, PriA SSB inh, Anthrax LF inh2, BoNT-F LC inh, CCHF vOTU inh, Rv3671c inh
31) O=c1[nH]c(/C=C/c2ccccn2)nc2ccccc12
→ -21, 1, -2.0, 1, 31, 0, 4, 14, 4, -6
32) CC(=O)c1c(-c2ccc(C)cc2)nc2c3ccccc3ccn12
→ -5, 2, 0.1, -2, 13, -19, 0, -4, 8, 1
33) CC(C)=CC(=O)N1CCC(N2CCC(C(=O)N3CCOCC3)CC2)CC1
→ 2, -7, -0.7, -1, 22, -11, -2, -3, 8, -6
34) CC(=O)N1c2ccccc2-c2nc3ccccc3n2C1C (centres undefined)
→ 2, -1, -0.8, 4, -25, -3, 12, 11, -2, 1
35) O=C1CN(C(=O)CSc2nnnn2C2CC2)c2ccccc2N1
→ 7, -12, 0.5, ., ., -13, -1, -13, -3, 1
36) COc1ccc(N(CC(=O)NCC2CCCO2)S(=O)(=O)c2ccc(C)cc2)cc1OC (centres undefined)
→ 1, -4, 0.4, 6, 19, -8, 0, -1, -6, -14
37) COc1ccc(NS(=O)(=O)c2cccc(NC(=O)C34CCC(CC3)C4)c2)cc1
→ 10, -1, 0.3, 2, -7, 8, 0, -2, 10, -11
38) c1ccc(-n2c(-c3ccco3)nnc2N2CCOCC2)cc1
→ 7, -6, -0.2, -1, -13, -3, -7, 2, -10, -2
39) Fc1ccc(/C=N/Nc2nn[nH]n2)cc1
→ 2, 7, -0.2, -3, 2, ., -4, -5, -1, -5
40) CC(NC(=O)Cc1ccc(NC2=NC3CS(=O)(=O)CC3S2)cc1)c1ccccc1 (centres undefined)
→ 5, 7, -0.4, -4, 2, -7, -1, -18, 1, -3
41) CC(C1CC2CCC1C2)n1c(COc2ccccc2F)nnc1SCC(N)=O (centres undefined)
→ -10, -6, -0.2, 2, 0, 2, -2, -5, 25, 0
42) COc1ccc(CN(CC(=O)NC2CCCC2)C(=O)CCC(=O)Nc2nccs2)cc1
→ -5, 5, 1.3, -1, 12, 2, 0, 2, 5, -4
43) Cn1cccc1C(=O)NCc1ccccn1
→ 4, 2, 3.9, ., ., -7, 0, ?, 7, .
44) O=C(N/N=C/c1cn(-c2ccccc2)nc1-c1cccnc1)c1ccc(F)cc1
→ -2, 5, -0.3, 2, -6, ., 4, -6, -5, 3
45) Cn1cnc2c(N3CCCCC3)nccc21
→ 7, 5, 0.1, -8, -2, -16, 3, 7, -7, -5
46) COC(=O)c1cc(S(=O)(=O)N2CCCC2=O)c(Cl)cc1Cl
→ 8, 9, -4.9, -8, 26, -9, 15, ?, 13, -6
47) CCC(C(=O)NCc1ccc(OC)cc1)n1nc(C)n2c(cc3occc32)c1=O (centres undefined)
→ 4, 10, -0.3, 0, 23, -15, -2, -16, -8, 0
48) CCOC(=O)c1c(N)sc(C(=O)Nc2ccc3c(c2)OCO3)c1C
→ 9, -2, -1.1, -4, 0, 3, -4, -11, 16, 8
49) Cc1nn(CC(=O)NCCCN2CC(C)CC(C)C2)c(=O)c2cccn12 (centres undefined)
→ -1, 2, 1.1, -3, 65, -14, -1, 7, -6, 0
50) CC1Cc2ccccc2N1C(=O)CO/N=C/c1ccccc1OC(F)F (centres undefined)
→ 6, -3, 0.0, 4, 23, ., 0, -3, 17, -12
51) C=C/C(C)=C/CC1C(=C)CCC2C(C)(C(=O)O)CCCC12C (centres undefined)
→ 5, 6, 0.4, ., -1, -18, 2, 3, 0, 8
52) C/C(NC(=O)c1cccc(F)c1)=C1/C(=O)C[C@@H]2[C@H]1C2(C)C
→ -2, 3, -0.5, 2, 18, -6, -4, 1, -5, -1
53) CC(=O)NC(c1ccc([N+](=O)[O-])cc1)c1c(O)ccc2ccccc12 (centres undefined)
→ -4, 2, -0.3, 6, 10, -4, -1, 3, 5, -1
54) O=S(=O)(NN=C1CCCCCC1)c1ccccc1
→ 5, 2, 3.3, -12, 38, -3, 4, 3, 12, -4
55) Cc1[nH]c(C)c(S(=O)(=O)N(Cc2ccccc2)C(C)(C)C)c1C(=O)N1CCCC1
→ -5, 2, -4.4, 7, -3, -1, -1, -11, -4, -10
56) CSc1ncc(C(=O)Nc2cccc(S(N)(=O)=O)c2)n1-c1ccccc1
→ 0, 9, -1.9, 2, 48, -5, 0, -7, -12, 6

Entries shown so far containing a nitro group on carbon, in the order listed:
Results follow in this order: PrPC TRFRET, MazF activator, BoNT A protease, 3CLpro inhibitor, VHR inh abs, PriA SSB inh, Anthrax LF inh2, BoNT-F LC inh, CCHF vOTU inh, Rv3671c inh
21) Cc1[nH]n(-c2cccc3ccccc23)c(=O)c1/C=N/NC(=O)c1cccc([N+](=O)[O-])c1
→ 11, -3, -1.4, 5, 4, ., -2, -16, 4, -6
53) CC(=O)NC(c1ccc([N+](=O)[O-])cc1)c1c(O)ccc2ccccc12 (centres undefined)
→ -4, 2, -0.3, 6, 10, -4, -1, 3, 5, -1

Some of the compounds tested; count on the stated rates, not on these rows.
